NSD2 inh – inhibitors of human NSD2, primary screen, biochemical, plate reader, single point; Histone-lysine N-methyltransferase NSD2 (Homo sapiens), O96028; NSD2-SET H3K36me1 DELFIA fluorescence; inhibition, % at 12.5 µM; 44,000 tested, 0.07% active; in the data active means inhibition above about 54%, passing the limit was not always enough;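 further: inhibitors reduce the monomethyl H3K36 fluorescence signal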
Target sequence (O96028 whole entry, looked up): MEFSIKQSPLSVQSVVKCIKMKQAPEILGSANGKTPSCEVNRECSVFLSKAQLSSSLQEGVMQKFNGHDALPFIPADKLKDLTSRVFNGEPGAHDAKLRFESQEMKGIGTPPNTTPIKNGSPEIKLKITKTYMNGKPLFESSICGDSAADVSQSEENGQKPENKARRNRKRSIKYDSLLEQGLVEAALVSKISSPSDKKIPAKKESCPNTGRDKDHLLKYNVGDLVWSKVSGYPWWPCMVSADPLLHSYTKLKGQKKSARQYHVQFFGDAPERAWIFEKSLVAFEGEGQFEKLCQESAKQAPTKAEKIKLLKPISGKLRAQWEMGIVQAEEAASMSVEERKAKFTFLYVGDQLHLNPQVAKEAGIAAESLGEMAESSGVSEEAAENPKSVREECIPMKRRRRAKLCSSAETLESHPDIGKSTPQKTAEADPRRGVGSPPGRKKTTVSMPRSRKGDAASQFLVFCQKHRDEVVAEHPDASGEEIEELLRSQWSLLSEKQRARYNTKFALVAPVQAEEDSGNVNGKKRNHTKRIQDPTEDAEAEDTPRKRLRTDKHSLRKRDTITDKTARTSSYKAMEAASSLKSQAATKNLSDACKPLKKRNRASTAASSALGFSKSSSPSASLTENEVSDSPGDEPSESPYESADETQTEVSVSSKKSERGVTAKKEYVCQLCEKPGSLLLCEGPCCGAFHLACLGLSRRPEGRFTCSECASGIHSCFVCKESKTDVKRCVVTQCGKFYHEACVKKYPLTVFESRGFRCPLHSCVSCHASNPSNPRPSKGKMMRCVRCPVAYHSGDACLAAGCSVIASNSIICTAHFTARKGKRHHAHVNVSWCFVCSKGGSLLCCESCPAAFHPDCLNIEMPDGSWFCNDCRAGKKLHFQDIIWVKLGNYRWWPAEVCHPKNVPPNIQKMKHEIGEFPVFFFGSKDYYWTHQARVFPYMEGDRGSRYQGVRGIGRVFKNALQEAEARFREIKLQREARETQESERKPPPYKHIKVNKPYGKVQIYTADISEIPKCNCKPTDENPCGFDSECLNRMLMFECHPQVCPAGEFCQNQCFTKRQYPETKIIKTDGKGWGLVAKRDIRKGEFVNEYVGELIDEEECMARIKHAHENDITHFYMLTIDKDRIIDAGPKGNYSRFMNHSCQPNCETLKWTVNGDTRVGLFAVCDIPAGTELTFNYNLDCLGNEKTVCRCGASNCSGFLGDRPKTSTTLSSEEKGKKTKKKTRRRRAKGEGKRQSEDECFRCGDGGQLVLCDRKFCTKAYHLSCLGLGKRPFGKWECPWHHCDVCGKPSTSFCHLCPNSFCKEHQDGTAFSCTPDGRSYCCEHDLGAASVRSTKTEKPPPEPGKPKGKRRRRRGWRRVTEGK
* marks the source's active call; other numbers are inactive results; i = inactive. Only part of the results is shown; the hit share may differ from the screen's.

SMILES	NSD2 inh
C/C(=C\Cc1c(O)ccc2cc(O)c(=O)oc12)COC1OC(CO)C(O)C(O)C1O (stereo unspecified)	2
CC(C)CC#Cc1ccc2c(c1)O[C@H](CN(C)C(=O)NC1CCCC1)[C@H](C)CN([C@@H](C)CO)S2(=O)=O	-8
Cc1noc(C)c1S(=O)(=O)Nc1ccc2c(c1)C(=O)N([C@@H](C)CO)C[C@H](C)[C@H](CN(C)Cc1ccc(-c3ccccc3)cc1)O2	-7
Cn1ccnc1SCC(=O)N1c2ccccc2C(C)(c2ccc(Cl)cc2)CC1(C)C (stereo unspecified)	15
C[C@@H]1CN([C@H](C)CO)C(=O)c2c(c3ccccc3n2C)-c2ccccc2CO[C@H]1CN(C)S(=O)(=O)c1ccc(F)cc1	0
C=CCN1C(=O)N[C@@H]2c3ccccc3O[C@@]1(COCc1ccc(OC)cc1)[C@@H]2CO	-6
CC(=O)n1cc([C@@H]2C=C(C(=O)N3CCN(Cc4ccccc4)CC3)O[C@H](OCCCCO)C2)c2ccccc21	-4
C[C@@H]1CCCCO[C@H](CN(C)S(=O)(=O)c2cn(C)cn2)[C@@H](C)CN([C@H](C)CO)C(=O)c2cc(NS(C)(=O)=O)ccc2O1	-2
COC(=O)C[C@H]1CC[C@H](NC(=O)c2ccccc2)[C@@H](CO)O1	0
COc1cccc(NC(=O)N[C@H]2C=C[C@H](CC(=O)NCc3ccncn3)O[C@@H]2CO)c1	-1
COc1ccc(NC(=O)N(C)C[C@H]2Oc3ccc(NC(=O)Cn4cnnn4)cc3CC(=O)N([C@@H](C)CO)C[C@@H]2C)cc1	2
C/C=C/c1ccc2c(c1)O[C@H](CN(C)C(=O)c1cccnc1)[C@@H](C)CN([C@@H](C)CO)S2(=O)=O	2
C[C@@H]1CN([C@@H](C)CO)S(=O)(=O)c2ccc(-c3ccccc3F)cc2O[C@@H]1CN(C)Cc1cccnc1	12
CC(C)NC(=O)Nc1ccc2c(c1)CC(=O)N([C@@H](C)CO)C[C@@H](C)[C@@H](CN(C)Cc1ccc(Cl)c(Cl)c1)O2	9
Cc1noc(C)c1NC(=O)Nc1cccc2c1O[C@H](CN(C)S(=O)(=O)c1ccc(F)cc1)[C@H](C)CN([C@@H](C)CO)C2=O	-1
CC(C)CC#Cc1cnc2c(c1)C(=O)N([C@H](C)CO)C[C@H](C)[C@@H](CN(C)C(=O)CC1CC1)O2	0
CC(C)Oc1ccc2c(=O)c3cc(C(=O)O)ccc3oc2c1	-4
CNC[C@@H]1Oc2cc(C#CC(C)(C)O)ccc2S(=O)(=O)N([C@H](C)CO)C[C@H]1C	1
C[C@H]1CN([C@@H](C)CO)C(=O)c2cccc(NC(=O)Nc3cccc4ccccc34)c2O[C@@H]1CN(C)C(=O)Nc1ccc(F)cc1	-4
C[C@H](CO)N1C[C@H](C)[C@@H](CN(C)S(=O)(=O)c2cccs2)Oc2ccc(N(C)C)cc2C1=O	6
COc1ccc(NC(=O)Nc2ccc3c(c2)C(=O)N([C@H](C)CO)C[C@H](C)[C@@H](CN(C)C(=O)Nc2ccc(C(F)(F)F)cc2)O3)cc1	1
C[C@H]1CN([C@@H](C)CO)C(=O)Cc2cc(NS(=O)(=O)c3ccc(F)cc3)ccc2O[C@H]1CN(C)Cc1ccncc1	-5
C[C@H](CO)N1C[C@H](C)[C@@H](CN(C)S(=O)(=O)c2ccccc2)Oc2ccc(NC(=O)CCCCCC(=O)Nc3ccccc3N)cc2C1=O	2
COc1ccc(S(=O)(=O)Nc2ccc3c(c2)C(=O)N([C@H](C)CO)C[C@@H](C)[C@@H](CN(C)S(C)(=O)=O)O3)cc1	4
CC(C)NC(=O)N(C)C[C@H]1OCCCC[C@@H](C)Oc2ccc(NC(=O)NC3CCCCC3)cc2C(=O)N([C@@H](C)CO)C[C@H]1C	0

Quoted from the listing.
For NSD2 inh, `COc1ccc(NC(=O)Nc2ccc3c(c2)C(=O)N([C@H](C)CO)C[C@H](C)[C@@H](CN(C)C(=O)Nc2ccc(C(F)(F)F)cc2)O3)cc1` is entered as 1
For NSD2 inh, `C/C=C/c1ccc2c(c1)O[C@H](CN(C)C(=O)c1cccnc1)[C@@H](C)CN([C@@H](C)CO)S2(=O)=O` is entered as 2
For NSD2 inh, `C[C@H](CO)N1C[C@H](C)[C@@H](CN(C)S(=O)(=O)c2cccs2)Oc2ccc(N(C)C)cc2C1=O` is entered as 6
For NSD2 inh, `CC(C)CC#Cc1cnc2c(c1)C(=O)N([C@H](C)CO)C[C@H](C)[C@@H](CN(C)C(=O)CC1CC1)O2` is entered as 0
For NSD2 inh, `COc1cccc(NC(=O)N[C@H]2C=C[C@H](CC(=O)NCc3ccncn3)O[C@@H]2CO)c1` is entered as -1

Further compounds
SMILES	NSD2 inh
CCCNC(=O)N(C)C[C@@H]1Oc2ncc(-c3cccc(C#N)c3)cc2C(=O)N([C@H](C)CO)C[C@@H]1C	9
C[C@@H]1CN([C@@H](C)CO)C(=O)c2cc(C#CC(C)(C)O)cnc2O[C@H]1CN(C)C(=O)C1CCC1	1
C[C@@H]1CN([C@H](C)CO)C(=O)CCCn2nncc2CO[C@@H]1CN(C)Cc1ccc(C(=O)O)cc1	-53
C[C@H]1CN([C@@H](C)CO)C(=O)c2cc(NS(=O)(=O)c3cn(C)cn3)ccc2O[C@@H]1CN(C)S(C)(=O)=O	0
Cc1noc(C)c1NC(=O)N(C)C[C@@H]1Oc2c(NC(=O)C3CCOCC3)cccc2C(=O)N([C@@H](C)CO)C[C@@H]1C	2
C[C@@H]1CN([C@@H](C)CO)C(=O)Cc2cc(NC(=O)Cc3cn(C)c4ccccc34)ccc2O[C@@H]1CN(C)Cc1ccc(-c2ccccc2)cc1	-2
C[C@H]1CN([C@@H](C)CO)C(=O)Cc2cc(NC(=O)Nc3cccc4ccccc34)ccc2O[C@H]1CN(C)S(C)(=O)=O	3
Cc1ccc(S(=O)(=O)Nc2ccc3c(c2)CC(=O)N([C@H](C)CO)C[C@@H](C)[C@@H](CN(C)Cc2ccncc2)O3)cc1	6
Cc1noc(C)c1NC(=O)Nc1ccc2c(c1)CC(=O)N([C@@H](C)CO)C[C@@H](C)[C@H](CN(C)Cc1ccc(Cl)c(Cl)c1)O2	-17
C[C@H](CO)N1C[C@H](C)[C@H](CN(C)C(=O)CN(C)C)Oc2ncc(C#CCC3CCCC3)cc2C1=O	7
C[C@@H]1CN([C@@H](C)CO)C(=O)Cc2cc(NC(=O)Cc3cn(C)c4ccccc34)ccc2O[C@H]1CN(C)Cc1ccc2c(c1)OCO2	15
COc1ccc(NC(=O)N(C)C[C@H]2Oc3ccc(NC(=O)NC4CCCCC4)cc3CC(=O)N([C@@H](C)CO)C[C@@H]2C)cc1	1
C[C@H]1CN([C@@H](C)CO)S(=O)(=O)c2ccc(/C=C/c3ccccc3)cc2O[C@H]1CN(C)C(=O)C1CC1	-6
COC(=O)C[C@@H]1C(C(=O)O)=CO[C@@H](O[C@@H]2O[C@H](CO)[C@@H](O)[C@H](O)[C@H]2O)/C1=C\COC(=O)/C=C/c1ccccc1	4
C[C@@H]1CN([C@@H](C)CO)C(=O)c2cc(NC(=O)NC3CCCCC3)ccc2O[C@@H]1CN(C)C(=O)Nc1ccc2c(c1)OCO2	-3
C[C@H](CO)N1C[C@H](C)[C@H](CN(C)C(=O)Nc2ccc(F)cc2)OCc2ccccc2-c2ccccc2C1=O	22
Cc1noc(C)c1NC(=O)N(C)C[C@H]1Oc2c(NC(=O)Nc3ccc4c(c3)OCO4)cccc2C(=O)N([C@@H](C)CO)C[C@H]1C	-6
Cc1noc(C)c1S(=O)(=O)N(C)C[C@H]1OCCCC[C@H](C)Oc2ccc(NC(=O)Nc3ccc(C(F)(F)F)cc3)cc2C(=O)N([C@@H](C)CO)C[C@@H]1C	0
CCn1c2ccccc2c2cc(/C=N/NC(=O)c3ccccc3O)ccc21	-8
CS(=O)(=O)Nc1ccc2c(c1)[C@@H]1C[C@@H](CC(=O)NC3CCCCC3)O[C@@H](CO)[C@@H]1O2	-3
Cc1ccc(S(=O)(=O)N(C)C[C@@H]2Oc3ccc(NC(=O)Nc4ccccc4)cc3CC(=O)N([C@@H](C)CO)C[C@H]2C)cc1	-7
CNC[C@@H]1Oc2ccc(N(C)C)cc2C(=O)N([C@@H](C)CO)C[C@@H]1C	3
COC(=O)c1ccc([C@H]2C=C(C(=O)N3CCN(Cc4ccc5c(c4)OCO5)CC3)O[C@@H](OCc3ccc(CO)cc3)C2)cc1	-3
COCC(=O)N(C)C[C@H]1Oc2cc(-c3cccnc3)ccc2S(=O)(=O)N([C@H](C)CO)C[C@H]1C	5
Cc1noc(C)c1NC(=O)N(C)C[C@@H]1Oc2ccc(NC(=O)CCCCCC(=O)Nc3ccccc3N)cc2C(=O)N([C@@H](C)CO)C[C@H]1C	0
SMILES	NSD2 inh
Cc1ccc(S(=O)(=O)Nc2cccc3c2O[C@@H](CN(C)Cc2ccc(Oc4ccccc4)cc2)[C@@H](C)CN([C@H](C)CO)C3=O)cc1	0
Cc1ccccc1-c1ccc2c(c1)O[C@H](CN(C)C(=O)c1ccccn1)[C@H](C)CN([C@H](C)CO)S2(=O)=O	-5
C[C@H]1CCCCO[C@H](CN(C)Cc2ccc(C(F)(F)F)cc2)[C@@H](C)CN([C@@H](C)CO)C(=O)c2cc(NS(=O)(=O)c3ccc(Cl)cc3)ccc2O1	-5
Cc1ccccc1S(=O)(=O)N(C)C[C@@H]1OCc2cn(nn2)CCCC(=O)N([C@H](C)CO)C[C@H]1C	2
Cc1ccc(-c2ccc3c(c2)O[C@@H](CN(C)Cc2ccc(C(=O)O)cc2)[C@@H](C)CN([C@H](C)CO)S3(=O)=O)cc1	-7
C[C@@H]1CN([C@@H](C)CO)C(=O)c2cc(NC(=O)Nc3ccc4c(c3)OCO4)ccc2O[C@@H]1CN(C)S(=O)(=O)c1ccc(F)cc1	0
CNC[C@@H]1Oc2c(NC(=O)c3cc(C)nn3C)cccc2C(=O)N([C@@H](C)CO)C[C@H]1C	-1
C[C@@H]1CN([C@@H](C)CO)C(=O)Cc2cc(NC(=O)Cc3ccccc3)ccc2O[C@@H]1CN(C)Cc1ccncc1	-3
Cc1ccc(S(=O)(=O)N(C)C[C@@H]2OCCCC[C@@H](C)Oc3ccc(NC(=O)NC(C)C)cc3C(=O)N([C@@H](C)CO)C[C@@H]2C)cc1	3
CCCNC(=O)N(C)C[C@H]1Oc2cc(C3=CCCCC3)ccc2S(=O)(=O)N([C@H](C)CO)C[C@@H]1C	2
O=C(C[C@H]1C[C@H]2c3cc(NC(=O)Nc4ccccc4)ccc3O[C@H]2[C@H](CO)O1)NCc1cccnc1	-1
C[C@H](CO)N1C[C@H](C)[C@H](CN(C)C(=O)Nc2ccccc2)Oc2ccc(NC(=O)NC3CCCCC3)cc2CC1=O	4
O=C(C[C@H]1C=C[C@@H](NC(=O)c2ccccn2)[C@@H](CO)O1)NCc1cc(F)cc(F)c1	1
C[C@H](O)C#Cc1cnc2c(c1)C(=O)N([C@H](C)CO)C[C@H](C)[C@H](CN(C)C(=O)CN(C)C)O2	-3
C[C@H]1CN([C@@H](C)CO)C(=O)c2cc(NC(=O)Cc3ccccc3)ccc2O[C@@H]1CN(C)CC1CC1	-11
CCCC#Cc1cnc2c(c1)C(=O)N([C@H](C)CO)C[C@H](C)[C@H](CN(C)Cc1ccccc1F)O2	1
C[C@@H](NC(=O)/C(C#N)=C/c1ccc(O)c(O)c1)c1ccccc1	-2
CC(C)NC(=O)N(C)C[C@@H]1OCCCC[C@H](C)Oc2ccc(NC(=O)CCC(F)(F)F)cc2C(=O)N([C@H](C)CO)C[C@@H]1C	2
C[C@@H]1CN([C@H](C)CO)S(=O)(=O)c2ccc(/C=C/c3ccccc3)cc2O[C@@H]1CN(C)C(=O)C1CC1	3
Cc1noc(C)c1NC(=O)Nc1ccc2c(c1)C(=O)N([C@H](C)CO)C[C@H](C)[C@@H](CN(C)C(=O)Nc1c(C)noc1C)O2	4
C[C@H](CO)N1C[C@H](C)[C@H](CN(C)Cc2ccc(Oc3ccccc3)cc2)Oc2cc(-c3ccncc3)ccc2S1(=O)=O	3
C[C@H](CO)N1C[C@H](C)[C@@H](CN(C)C(=O)Nc2ccc3c(c2)OCO3)Oc2c(NC(=O)C3CCCCC3)cccc2C1=O	2
Cc1noc(C)c1NC(=O)Nc1cccc2c1O[C@H](CN(C)Cc1ccc(-c3ccccc3)cc1)[C@@H](C)CN([C@@H](C)CO)C2=O	i
C[C@H]1CCCCO[C@@H](CN(C)Cc2ccc3c(c2)OCO3)[C@@H](C)CN([C@@H](C)CO)C(=O)c2cc(NS(=O)(=O)c3ccc(Cl)cc3)ccc2O1	-7
O=C(C[C@@H]1CC[C@H](NC(=O)Cc2ccccn2)[C@@H](CO)O1)NCCc1ccccc1	4
COC1(C(=O)NN)COc2ccccc2O1 (stereo unspecified)	3
CC(=O)O[C@H]1C[C@@H](OC(C)=O)C(C)(C)C2C[C@@H](O)[C@]3(C)C(CC[C@@]4(C)[C@H](c5ccoc5)OC(=O)C5OC543)[C@]21C (stereo partly specified)	-3
COc1ccc(/C=N/NC(=O)c2ccc(C(=O)NO)cc2)c(OC)c1	3
COC(=O)[C@@]1(Cc2ccccc2N=[N+]=[N-])N=C(c2ccc(OCCCO)cc2)O[C@H]1c1ccccc1	-6
C[C@@H]1CN([C@@H](C)CO)C(=O)Cc2cc(NC(=O)Nc3ccc(F)cc3)ccc2O[C@@H]1CN(C)Cc1ccncc1	1

Sorted by value in NSD2 inh (high to low): six of the compounds above
SMILES	NSD2 inh
C[C@@H]1CN([C@H](C)CO)S(=O)(=O)c2ccc(/C=C/c3ccccc3)cc2O[C@@H]1CN(C)C(=O)C1CC1	3
O=C(C[C@H]1C=C[C@@H](NC(=O)c2ccccn2)[C@@H](CO)O1)NCc1cc(F)cc(F)c1	1
C[C@H](O)C#Cc1cnc2c(c1)C(=O)N([C@H](C)CO)C[C@H](C)[C@H](CN(C)C(=O)CN(C)C)O2	-3
C[C@H]1CCCCO[C@H](CN(C)Cc2ccc(C(F)(F)F)cc2)[C@@H](C)CN([C@@H](C)CO)C(=O)c2cc(NS(=O)(=O)c3ccc(Cl)cc3)ccc2O1	-5
Cc1ccc(-c2ccc3c(c2)O[C@@H](CN(C)Cc2ccc(C(=O)O)cc2)[C@@H](C)CN([C@H](C)CO)S3(=O)=O)cc1	-7
C[C@H]1CN([C@@H](C)CO)C(=O)c2cc(NC(=O)Cc3ccccc3)ccc2O[C@@H]1CN(C)CC1CC1	-11
